D2 antagonist – D2 dopamine receptor (human) antagonism; P14416; AID 485344; inhibition, % at 10 µM; HEK293 TREx D2 cells, calcium flux, dopamine EC80; 2% of 340,000 active; in the data active means inhibition above about 30%; further: 0% is about no effect
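In this primary screen, negative modulation is detected by tracking calcium flux after an EC80 dopamine challenge in inducible HEK293 T-REx D2 cells preexposed to test compound for 180 s.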
RXFP1 antagonist – blocks the human relaxin receptor RXFP1; Q9HBX9; HEK293-RXFP1, relaxin-stimulated cAMP HTRF, 30 min; hits give low values; activity change, negative = inhibition, % at 57.5 µM; 0.59% of 350,000 active;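 active means activity change of -60% or lower, but not beyond a set lower limit; inconclusive means change between -60% and -40%, or beyond the set limit; inactive means change above -40%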; further: on the % scale 0 is the no-effect control and ±100 the full control effect
D2 PAM – positive allosteric modulators of human D2 dopamine receptor | potentiation, % at 10 µM | P14416 | 0.34% of 340,000 active | HEK293 T-REx D2, calcium flux, EC20 dopamine potentiation;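 active means potentiation over 3 SD above the plate norm, cut at about 30% in these data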; further: 0% is about no effect
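Tetracycline-induced HEK293 T-REx cells force-coupled to calcium signalling expressed D2; compounds were pin-added after a 10 s baseline, read kinetically 180 s, then an EC20 dopamine challenge followed with a further 180 s calcium read.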
D1 agonist – human D1 receptor agonism | HEK293 T-REx D1 cells, calcium flux, agonist mode | activation, % at 2 µM | 1% of 360,000 active | AID 504660; in the data active means activation above about 30%; further: 0% is about no effect
Target sequence (P21728 whole entry, looked up): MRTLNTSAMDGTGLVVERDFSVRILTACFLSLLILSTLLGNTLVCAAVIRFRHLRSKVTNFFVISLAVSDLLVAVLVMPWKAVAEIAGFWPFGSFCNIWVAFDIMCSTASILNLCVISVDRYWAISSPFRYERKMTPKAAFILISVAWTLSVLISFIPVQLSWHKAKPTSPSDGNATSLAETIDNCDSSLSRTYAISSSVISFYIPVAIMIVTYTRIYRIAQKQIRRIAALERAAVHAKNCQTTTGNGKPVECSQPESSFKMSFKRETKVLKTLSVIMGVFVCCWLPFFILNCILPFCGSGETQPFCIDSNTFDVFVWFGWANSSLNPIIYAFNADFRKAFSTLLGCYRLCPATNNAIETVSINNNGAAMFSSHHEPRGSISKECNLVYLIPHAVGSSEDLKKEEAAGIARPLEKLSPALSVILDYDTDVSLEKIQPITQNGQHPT
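Tetracycline-induced HEK293 TREx D1 cells, force-coupled to calcium signalling, were dye-loaded with a no-wash calcium kit. Compound was pin-added after a 10 s baseline. Fluorescence was read kinetically at 1 cycle/s for 180 s, with calcium rises flagged as agonism.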
D1 antag – human D1 dopamine receptor antagonism | AID 504652 | HEK293 TREx D1 cells, calcium flux, dopamine EC80; hits give low values | activity change, negative = inhibition, % at 10 µM | 3.2% of 360,000 active; in the data active means activity change below about -30%; further: on the % scale 0 is the no-effect control and ±100 the full control effect
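HEK293 T-REx cells expressing inducible, force-coupled D1 receptor; no-wash Ca dye, 30–90 min RT. Cmpd → 180 s read at 1 Hz → EC80 DA → 180 s read.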
D1 PAM – enhances dopamine response at the human D1 receptor; P21728; HEK293 TREx D1 cells, calcium flux, dopamine EC20 potentiation; potentiation, % at 10 µM; 0.036% of 360,000 active; AID 504651; in the data active means potentiation above about 30%; further: 0% is about no effect
TRHR PAM – allosterically enhances the human TRH receptor. TRHR cells, fluo-8 calcium fluorescence, EC20 TRH enhancement. enhancement, % at 2 µM. 0.66% of 360,000 active. AID 493056; in the data active means enhancement above about 30%; further: 0% is about no effect
Target sequence (P34981 whole entry, looked up): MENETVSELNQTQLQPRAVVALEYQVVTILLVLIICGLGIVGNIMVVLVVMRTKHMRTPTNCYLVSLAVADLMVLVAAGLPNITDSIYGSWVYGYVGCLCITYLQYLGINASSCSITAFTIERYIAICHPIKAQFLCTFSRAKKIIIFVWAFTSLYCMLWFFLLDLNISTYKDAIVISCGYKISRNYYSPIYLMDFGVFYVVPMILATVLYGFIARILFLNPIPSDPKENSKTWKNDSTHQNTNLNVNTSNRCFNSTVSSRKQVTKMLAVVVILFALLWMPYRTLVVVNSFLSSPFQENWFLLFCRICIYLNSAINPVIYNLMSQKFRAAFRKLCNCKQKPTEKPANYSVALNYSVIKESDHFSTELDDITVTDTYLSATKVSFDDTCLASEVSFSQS
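Enhancer read-out: after compound pinning and an initial kinetic agonist-mode read, an EC20 of TRH (10 nM final) was injected and fluo-8 calcium signal (Ex 480/Em 530) followed at 1 s/cycle for 100 cycles in TRHR-expressing cells.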
RXFP1 agonist – activates the human relaxin receptor RXFP1; Q9HBX9; HEK293T-RXFP1 cAMP TR-FRET, 30 min; response scale: percent of porcine relaxin response, buffer zero; Potency, µM (doses to about 57.5 µM), for inactives: top-dose activation, actives largely listed as activators; 0.3% of 370,000 active; AID 2676; active means well fitted activation curve with a large enough effect; inconclusive means small, poorly fitted or top-dose-only effect; further: potency means the concentration at half of the fitted maximal effect; on the % scale 0 is the no-effect control and ±100 the full control effect; nearly all actives have a fitted effect of over 60% in size; many of its hits are not listed in these tables
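HEK293T cells stably expressing RXFP1 were pretreated with the PDE4 inhibitor Ro 20174, exposed to compounds for 30 min at 37C, lysed, and cAMP was read by TR-FRET. Data normalized to buffer (basal) and 29 nM porcine relaxin (100%).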
D2 agonist – agonists of human D2 dopamine receptor; P14416; HEK293 T-REx D2 cells, calcium flux agonist mode; activation, % at 2 µM; 0.53% of 340,000 active; AID 485358;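 active means activation over 3 SD above normal in the single-dose calcium agonist read, cut at about 30% in these data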; further: 0% is about no effect
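HEK293 Trex D2 cells, tetracycline-induced, o/n 30 C 5% CO2; no-wash Ca dye, RT 30–90 min; 10-cycle baseline, 23 nl cpd added, kinetic Ca read 180 s; agonist hits = positive Ca response.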
Active calls of the source: *; ? = inconclusive; / = no result given; & = joins results of further samples. Not all compounds are listed. The share of hits here may be higher or lower than overall.

smiles,D2 antagonist,D1 agonist,D2 agonist,D1 PAM,D1 antag,RXFP1 agonist,D2 PAM,RXFP1 antagonist,TRHR PAM
COc1ccccc1N1CCN(S(=O)(=O)c2c(C)nc3sc(C)c(C)n3c2=O)CC1,/,1,-2.0,-4,-1,7.6%,-4,-3,-2
Cc1c(C)n2c(SCC(=O)Nc3cccc4ccccc34)nnc2[nH]c1=O,1,4,0.4,12,8,-0.3%,-1,-11,-9
CC1=C(C(=O)Nc2ccc(Cl)cc2)C(c2ccncc2)C(C#N)=C(SCC(N)=O)N1 (stereo not drawn),8,4,0.5,-1,2,2.9%,4,-11,-2
O=C(Nc1sc2c(c1C(=O)Nc1ccccc1)CCC2)c1ccc(Br)cc1,/,-1,/,-1,-3,-0.2%,5,-2,11
O=C(Nc1ccc(Cl)c(Cl)c1)C1C2C=CC3(O2)C1C(=O)N(CCN1CCCCC1)C3C(=O)NC1CCCCC1 (stereo not drawn),-8,-1,-1.1,-3,-22,3.8%,-2,-9,0
COc1ccc(-c2csc(Nc3ccc(S(N)(=O)=O)cc3)n2)cc1,16,0,-0.1,-6,-2,-0.5%,3,9,11
O=C(OCC(=O)N1CCN(c2ccccc2)CC1)c1ccccc1NCCO,/,1,/,-4,26,2.5%,/,7,14
O=C(C1CCCN(S(=O)(=O)c2cccc3nsnc23)C1)N1CCN(c2ccccc2)CC1 (stereo not drawn),/,0,-0.2,3,-21,2.0%,10,/,3
COc1ccc(-c2cc(=O)[nH]c(=O)[nH]2)cc1,-24,0,0.3,-4,-2,-0.3%,-4,-8,-6
CCCCn1c(N)c(N(CCOC)C(=O)c2cc(C)oc2C)c(=O)[nH]c1=O,1,1,1.0,1,1,0.4%,21,-2,11
COc1ccc(-c2cc(C(F)F)n3ncc(C(=O)N4CCN(C(=O)c5ccco5)CC4)c3n2)cc1,6,0,-0.3,10,-25,4.2%,-13,/,1
CN1C(=O)c2ccc(C(=O)NCc3ccccn3)cc2C1=O,-13,2,-1.5,-5,-10,3.3%,-6,-2,-2

New compounds follow
smiles,D2 antagonist,D1 agonist,D2 agonist,D1 PAM,D1 antag,RXFP1 agonist,D2 PAM,RXFP1 antagonist,TRHR PAM
CCSc1nc(C)nc2c1oc1ccccc12,11,2,0.2,8,-5,1.5%,18,-2,3
COc1ccc(C(=O)N(Cc2ccco2)Cc2ccccc2F)cc1Cl,/,10,1.2,6,-12,3.4%,6,?,-4
C=C(C)c1cccc(C(C)(C)NC(=O)N2CCN(CC(N)=O)CC2)c1,-17,2,-0.8,-4,-7,2.1%,-1,-2,-7
COc1cccc(OCc2cc(C(=O)N3CCN(c4ccccc4O)CC3)no2)c1,-6,4,0.8,-2,-2,-0.5%,9,-10,3
O=C(c1cccnc1Nc1ccccc1F)N1CCOCC1,14,0,0.5,-7,-12,2.3%,-2,19,2
O=C(Nc1ccc2oc(-c3cccnc3)nc2c1)c1ccc(-c2ccc(OC(F)(F)F)cc2)o1,/,0,-1.0,-1,3,7.5%,2,/,-3
COCCCNC(=O)c1cc(-c2cccnc2)nc2ccc(S(=O)(=O)N3CCC(C)CC3)cc12,/,-1,/,-7,-5,0.3%,-4,6,2
O=C(NNC(=O)c1ccc(Br)s1)c1ccc(F)c(S(=O)(=O)N2CCOCC2)c1,-15,2,0.0,1,29,1.5%,-16,3,5
CCOCc1cc(CN2CCC(n3nccc3NC(=O)C3CC3)CC2)ccc1OC,-10,2,0.3,-4,5,-3.5%,3,2,5
Cc1ccc(Cl)cc1NC(=O)c1cc(S(=O)(=O)N2CCOCC2)cn1C,-14,2&6,0.1&-0.5,-2&0,-8&-3,1.1%&-1.0%,8&9,4&-3,-6&1
CCCCCCCCCCCCCCCC(=O)NCCc1c[nH]c2ccccc12,-13,4,-0.2,1,13,0.0%,10,/,7
Cc1ccc(N2C(=O)CCSC23C(=O)N(Cc2ccccc2)c2ccccc23)cc1F (stereo not drawn),/,3,-0.7,-4,14,0.6%,-3,?,11

More records follow:
smiles,D2 antagonist,D1 agonist,D2 agonist,D1 PAM,D1 antag,RXFP1 agonist,D2 PAM,RXFP1 antagonist,TRHR PAM
CCOC(=O)C1CCN(CC(=O)N(CC(C)C)c2c(N)n(CC(C)C)c(=O)[nH]c2=O)CC1,8,5,0.8,3,-2,5.1%,-15,-4,5
COc1ccc2oc(C(=O)OCC(=O)NCCc3ccc(S(N)(=O)=O)cc3)c(C)c2c1,-28,0,0.2,-6,1,0.8%,1,4,6
Cc1ccc(S(=O)Cc2nc(-c3ccc(C(=O)NCc4cccc(C)c4)cc3)oc2C)cc1 (stereo not drawn),/,0,-0.1,0,-6,9.3%,-2,/,-1
O=C(Nc1cccnc1)C(Cc1ccccc1)n1cccc1 (stereo not drawn),-4,3,0.9,-2,-20,-0.5%,-3,19,-5
O=C(COc1ncnc2sccc12)N1CCN(S(=O)(=O)c2ccc(Cl)cc2)CC1,5,1,1.4,-3,1,3.1%,6,0,-6
COc1ccc(Cl)cc1NC(=O)CN(C)CC(=O)Nc1ccc(C)cc1Br,-1,1,-0.1,-3,-1,-0.1%,2,-16,5
CC(C)NC(=O)CSc1nc2ccccc2c(=O)n1Cc1ccc(C(=O)NC(C)C)cc1,/,1,-1.9,1,4,-0.6%,-4,/,-8
COc1ccc(C(=O)Nc2ccccc2-c2nc(-c3ccc(OC)cc3)no2)cc1,/,3,0.9,-1,10,-2.5%,2,5,-5
COc1ccc(/C=C(\NC(=O)c2ccc(C)cc2)C(=O)NCCCN2CCOCC2)cc1OC,7,3,0.1,-6,-4,-0.9%,-3,-9,-3
Cn1nnc(NC(=O)c2ccc([N+](=O)[O-])cc2Cl)n1,2,9,0.3,-1,5,-4.9%,5,-5,11
COC(=O)c1c(NC(=O)c2cc(OC)c(OC)c(OC)c2Br)sc2c1CCC(C)C2 (stereo not drawn),/,4,-2.1,-1,25,11%,21,-6,-1
Nc1sc(-c2ccccc2)cc1C(=O)N/N=C/c1ccc(Cl)cc1,-12,2,0.5,-1,11,2.8%,-1,-28,-2

Remaining list, next part:
smiles,D2 antagonist,D1 agonist,D2 agonist,D1 PAM,D1 antag,RXFP1 agonist,D2 PAM,RXFP1 antagonist,TRHR PAM
CCC(C)(C)n1nnnc1C(c1ccc(OC)c(OC)c1)N1CCN(c2ccc(OC)cc2)CC1 (stereo not drawn),5,1,-0.1,-5,-8,2.5%,-2,-1,1
O=C(Nc1cccc(S(=O)(=O)Nc2ccccc2Cl)c1)c1ccc(N2CCCC2)c([N+](=O)[O-])c1,-4,5,-0.2,-8,-13,-0.3%,0,-20,-3
COc1cc(OC)cc(C(=O)Nc2nc(-c3nnn(-c4ccc(F)c(Cl)c4)c3C)ns2)c1,/,8,0.1,0,-13,-2.6%,0,-6,0
Cc1cc(C)cc(OC(C)C(=O)Nc2c(C(=O)c3ccccc3)oc3ccccc23)c1 (stereo not drawn),/,2,0.3,-4,1,29%,-7,7,-7
CCOC(=O)c1cnc(-c2ccccc2)nc1N1CCOCC1,1,0,1.0,-4,-1,2.0%,4,-38,-1
CCC(=O)N(Cc1ccco1)c1nc(C(=O)Nc2ccc(Cl)cc2)c(C)s1,-2,5,-0.4,-4,-10,-0.7%,9,-23,-3
CCc1ccc(OCC2c3cc(OC)c(OC)cc3CCN2C(=S)NC)cc1 (stereo not drawn),0,7,3.1,-12,-26,2.3%,-6,-20,-4
COc1ccc(OCCNC(=O)c2cccc(Oc3ccc(C(F)(F)F)cc3[N+](=O)[O-])c2)cc1,11,12,0.4,-10,-18,0.4%,3,3,-2
Cc1ccc(-c2cc(C(=O)O)c3ccccc3n2)s1,34*,1,-0.4,-6,-46*,29%,-8,7,2
O=C(OCc1cc(=O)n2c(n1)sc1ccccc12)c1ccc(O)cc1,10,1,-0.5,-6,3,13%,7,3,1
O=C(CSc1nc2c(c(=O)n1-c1ccc(F)cc1)SCC2)NCc1ccco1,0,2,-0.8,-5,-21,-0.3%,-8,4,7
O=C(CCc1nc(CN2CCN(S(=O)(=O)c3ccc(Br)cc3)CC2)no1)N1CCCCC1,/,16,-0.8,-3,0,5.3%,5,-8,-4

Arranged by length of the SMILES (low to high): 3 of the compounds above.
smiles,D2 antagonist,D1 agonist,D2 agonist,D1 PAM,D1 antag,RXFP1 agonist,D2 PAM,RXFP1 antagonist,TRHR PAM
Cc1ccc(-c2cc(C(=O)O)c3ccccc3n2)s1,34*,1,-0.4,-6,-46*,29%,-8,7,2
COc1cc(OC)cc(C(=O)Nc2nc(-c3nnn(-c4ccc(F)c(Cl)c4)c3C)ns2)c1,/,8,0.1,0,-13,-2.6%,0,-6,0
COc1ccc(OCCNC(=O)c2cccc(Oc3ccc(C(F)(F)F)cc3[N+](=O)[O-])c2)cc1,11,12,0.4,-10,-18,0.4%,3,3,-2

Other results follow.
smiles,D2 antagonist,D1 agonist,D2 agonist,D1 PAM,D1 antag,RXFP1 agonist,D2 PAM,RXFP1 antagonist,TRHR PAM
CCOc1cccc(CNc2nnnn2C)c1,7,5,0.3,2,-10,1.0%,6,7,-1
O=C(NCCCN1CCCC1)c1ccc(Cn2c(=S)[nH]c3ccc(Br)cc3c2=O)cc1,14,3,-4.2,-5,-18,13%,-6,/,4
Cc1ccc(Cl)cc1NC(=O)NCc1ccccn1,3,3,0.3,-5,-18,-0.2%,-14,3,-4
CCN(Cc1ccccc1)C(=O)c1cccc(S(=O)(=O)N2CCN(c3ccc(F)cc3)CC2)c1,-5,5,0.3,-3,-63*,0.2%,-5,-7,11
CC1(C)N=C(c2ccc(F)cc2)C(=O)N1CC(=O)Nc1ccccc1Cl,/,18,-0.2,1,-4,15%,16,-5,3
[O-][n+]1cccc2ncc3cscc3c21,-1,2,1.5,-7,-15,8.5%,13,17,1
CCOC(=O)CCC(=O)Nc1ccc(S(=O)(=O)Nc2cc(OC)nc(OC)n2)cc1,9,5,1.0,2,-13,0.0%,-6,-4,4

From PubChem
